Screening results: PubChem, National Center for Advancing Translational Sciences (NCATS)
uPA generation = blocks generation of uPA at the cell surface; AID 540303; Potency, µM (titrated, usually from 38.3 µM), inactives show top-dose activity change, negative = inhibition, most hits filed as inhibitors; 330,000 tested, 0.31% active; cell surface uPA generation assay, qHTS; active = well fitted inhibition curve with a large enough effect; inconclusive = small, poorly fitted or top-dose-only effect; inactive = no such curve, though single readings can be large or run the other way; tested in mouse RAW 264.7 cells; also: potency is read from the fitted curve at half-maximal effect; nearly all actives have a fitted effect of over 55% in size
B2AR arrestin = beta2AR (human) beta-arrestin recruitment activity; 330,000 tested, 0.02% active; P07550; AID 492947; Potency, µM (doses to about 46.1 µM), without a hit: at the top dose activation, hits mostly activators; beta-arrestin recruitment to beta2AR, cell-based reporter;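 also: potency is read from the fitted curve at half-maximal effect; 0% = DMSO controls and full agonism = EC100 isoproterenol or metaproterenol; nearly all actives have a fitted effect of over 65% in size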
hERG WT inh = inhibitors of human wildtype KCNH2 potassium channel | 340,000 tested, 0.37% active | U2OS, BacMam KCNH2, thallium flux FluxOr; active compounds read low | activity change, % at 1.84 µM | Q12809;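 active = maximum activity change below -70%; inconclusive = maximum activity change between -70% and -50%; inactive = maximum activity change above -50%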
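U2OS cells transduced with wild-type KCNH2 virus are loaded with FluxOr dye for 45 min, and thallium flux is measured in kinetic reads before and after stimulation buffer. Rate constants are normalized to DMSO controls.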
GALK inhibitor = inhibitors of human galactokinase; P51570; Purified GALK, Kinase-Glo residual ATP luminescence; Potency, µM (highest dose often 57.5 µM), inactives show top-dose activity change, negative = inhibition, most hits filed as inhibitors; 270,000 tested, 0.007% active; AID 1868; also: potency is read from the fitted curve at half-maximal effect
Target sequence (P51570 whole entry, looked up): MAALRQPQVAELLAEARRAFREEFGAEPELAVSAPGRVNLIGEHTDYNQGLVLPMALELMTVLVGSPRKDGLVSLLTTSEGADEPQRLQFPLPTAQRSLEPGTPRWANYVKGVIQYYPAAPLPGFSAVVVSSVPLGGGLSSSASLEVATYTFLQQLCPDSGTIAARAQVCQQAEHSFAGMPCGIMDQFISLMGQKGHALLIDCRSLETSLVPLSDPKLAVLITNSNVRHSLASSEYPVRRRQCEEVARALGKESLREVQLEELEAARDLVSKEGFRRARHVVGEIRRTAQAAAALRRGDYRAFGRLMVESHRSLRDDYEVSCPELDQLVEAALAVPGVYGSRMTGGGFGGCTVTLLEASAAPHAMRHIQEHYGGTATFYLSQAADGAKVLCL
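5 nM enzyme, 35 uM ATP, 100 uM galactose, 20 mM HEPES pH8.0, 5 mM MgCl2; 1 h RT; residual ATP by Kinase-Glo Plus luminescence, qHTS format.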
Eya2 inh = Eya2 (human) phosphatase inhibition. recombinant Eya2, OMFP fluorescence dephosphorylation (OMFP is methylfluorescein phosphate). Potency, µM (titrated, usually from 76.9 µM), inactives show at the top dose activity, negative = inhibition, usual class: inhibitors. AID 488837. O00167. 330,000 tested, 0.006% active; also: potency is read from the fitted curve at half-maximal effect
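Eya2 (0.2 uM) preincubated 10 min at ambient with compound, then OMFP substrate added at 50 uM; 10 min reaction in 50 mM HEPES pH 7.5, 50 mM NaCl, 5 uM MgCl2, 0.05% BSA, 1 mM DTT. Fluorescence read at Ex 485/Em 525 nm.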
PKM2 act = increases activity of human pyruvate kinase M2 | P14618 | purified PKM2, Kinase-Glo ATP luminescence, activation; response scale: 0% is enzyme alone, no compound | Potency, µM (highest dose often 57.5 µM), without a hit: at the highest dose activation, usual class: activators | 260,000 tested, 0.34% active | AID 1631; also: potency is read from the fitted curve at half-maximal effect; nearly all actives have a fitted effect of over 55% in size
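hPK-M2, >95% pure; 0.1 mM ADP / 0.5 mM PEP final; imidazole pH7.2 buffer w/ 7 mM MgCl2, 50 mM KCl; 1 h RT; Kinase-Glo lum. Intermediate enzyme activity for dual inhibitor/activator qHTS.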
KCNH2 3.1 block = inhibitors of human KCNH2 3.1 potassium channel isoform. U2OS KCNH2 3.1, thallium flux FluxOr; active compounds read low. activity change, % (tested at about 1.8 µM). 340,000 tested, 0.95% active. AID 720553;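 active = maximum activity change below -70%; inconclusive = maximum activity change from -70% to -50%; inactive = maximum activity change above -50%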;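 also: thallium influx rate constant from kinetic fluorescence after stimulation buffer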
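Thallium flux read-out: FluxOr dye with Red40 quencher in HBSS/HEPES, 45 min at RT. Rate constants from kinetic reads were normalized to positive and negative DMSO controls. Cells: U2OS virally expressing the 3.1 isoform.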
BCR signal inh = inhibitors of chronic active B-cell receptor signaling; ABC-DLBCL IkBa-CBG/CBR reporter, luminescence ratio, 4 h; Potency, µM (top dose mostly 46.1 µM), without a hit: at the top dose ratio change, negative = lower green/red ratio, hits mostly inhibitors; 340,000 tested, 0.05% active; active = well fitted inhibition curve with a large enough effect in the signal ratio, with a control signal flat, not every such curve was filed as active; inconclusive = small, poorly fitted or top-dose-only effect, or effect the other way, or a change in a side signal; the % refers to the signal ratio;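 also: potency is read from the fitted curve at half-maximal effect; plate controls were basal doxycycline-induced cells for no effect and cells given 10 µM MG132 for full effect; MG132 reads +100%, hits lower the ratio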
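TMD8 human ABC-DLBCL cells with doxycycline-inducible IκBα–green luciferase fusion and unfused red luciferase, in 0.5% FBS medium; compounds up to 46 uM, 4 h at 37C. Green/red luminescence ratio, filter-overlap corrected, fitted to concentration-response curves.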
Giardia kill = kills Giardia lamblia. Giardia lamblia trophozoite viability. activity change, % at 7.66 µM, hits read low. 340,000 tested, 0.15% active; in the data active = activity change below about -80%; inconclusive = between about -30% and that limit;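 also: parasites exposed to compound for two days anaerobically before the ATP read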
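Giardia lamblia trophozoites (100 cells/well) were incubated with compounds for 48 h at 37 deg C under anaerobic conditions. Viability was read as ATP content by one-step luminescence after 15-30 min at room temperature.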
FBPA coupling cs = coupling enzyme interference in Giardia aldolase counter-screen. coupling enzyme system counterscreen, AmpLite Red fluorescence. activity change, negative = inhibition, % at 58.2 µM, hits read low. 290,000 tested, 0.67% active. AID 2472; in the data active = activity change below about -30%
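Fluorescence at 525 nm excitation and 598 nm emission measured inhibition of the coupled detection system without aldolase. Compounds (at 57.5 uM final) were preincubated 10 min at room temperature with coupling enzyme reagent before a 20 min substrate/AmpLite Red step.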
USP2a inh = inhibitors of human ubiquitin-specific protease USP2a. AID 463254. 330,000 tested, 0.01% active. USP2 core, Ub-CHOP2 coupled fluorogenic reporter, 485/531. Potency, µM (highest dose often 38.3 µM), for inactives: top-dose activity change, negative = inhibition, hits mostly inhibitors;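 also: potency is read from the fitted curve at half-maximal effect; plate controls were DMSO wells for no effect and full inhibition by NEM control for full effect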
Target sequence (O75604 whole entry, looked up): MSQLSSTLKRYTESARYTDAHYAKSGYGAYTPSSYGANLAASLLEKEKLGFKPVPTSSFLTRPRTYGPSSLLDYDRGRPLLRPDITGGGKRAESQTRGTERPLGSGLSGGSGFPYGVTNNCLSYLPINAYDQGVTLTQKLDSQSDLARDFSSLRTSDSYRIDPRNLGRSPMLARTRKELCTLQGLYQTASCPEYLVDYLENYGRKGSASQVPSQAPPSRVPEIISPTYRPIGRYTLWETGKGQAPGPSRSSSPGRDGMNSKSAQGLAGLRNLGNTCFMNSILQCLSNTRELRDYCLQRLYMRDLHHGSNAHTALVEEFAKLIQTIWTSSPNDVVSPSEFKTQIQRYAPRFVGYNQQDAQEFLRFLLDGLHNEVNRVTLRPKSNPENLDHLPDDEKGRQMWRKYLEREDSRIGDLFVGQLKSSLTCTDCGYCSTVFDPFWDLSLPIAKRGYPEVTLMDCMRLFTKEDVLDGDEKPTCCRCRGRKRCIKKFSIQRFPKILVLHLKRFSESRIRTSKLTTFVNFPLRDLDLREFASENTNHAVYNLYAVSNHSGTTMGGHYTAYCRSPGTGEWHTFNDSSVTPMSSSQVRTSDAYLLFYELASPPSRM
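Cell-free coupled assay: 10nM USP2 core preincubated 30min RT with compound in Tris-HCl pH 8.0/CaCl2/CHAPS buffer, then 25nM Ub-CHOP2 and 25nM reporter substrate; fluorescence (Ex 485/Em 531) read after 60min RT, normalized to NEM inhibition, concentration-response curves fitted.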
The depositor's hits bear a star; ? = inconclusive; nt = no result given; & = joins results of further samples; [ ] = another dose, or the depositor's remark. Unless noted, calls follow the shape of the dose curve; as a rule, active = well fitted curve in the direction sought with a large enough effect; inconclusive = small, poorly fitted or top-dose-only effect, or another doubt; inactive = no such curve, though single readings can be large; an effect the other way counts as inactive or inconclusive. Unless noted, % is scaled to controls: 0 for no effect and ±100 for the full control effect.

SMILES	uPA generation	B2AR arrestin	hERG WT inh	GALK inhibitor	Eya2 inh	PKM2 act	KCNH2 3.1 block	BCR signal inh	Giardia kill	FBPA coupling cs	USP2a inh
COc1cc(C(=O)NCCCN2CCCC2=O)cc(Br)c1OCc1ccccc1	24%	-0.2%	5	nt	-7%	nt	13	10%	-4	nt	3%
COc1ccc(/C(C)=N/Nc2ccc(F)cc2F)c(O)c1	1%	0.3%	-16	4%	-2%	-1%	3	-9%	-1	0	3%
O=C(c1ccc(Cl)cc1[N+](=O)[O-])N(Cc1ccccc1)Cc1ccccc1	nt	-0.7%	nt	0%	-4%	3%	nt	?	nt	0	4%
CC(Sc1ccccc1)C(=O)N/N=C/c1cccnc1 (stereo unspecified)	-7%	-0.9%	-16	5%	4%	-4%	-3	-9%	11	-12	2%
CC(C)Cn1c(-c2csc3ccccc23)n[nH]c1=S	2%	0.4%	2	1%	-23%	-7%	8	1%	-5	9	0%
CC1CCCC(NC(=O)c2ccc3c(SCC(=O)O)c4c(nc3c2)CCC4)C1C (stereo unspecified)	5%	-0.2%	-8	nt	-5%	2%	-1	0%	-22	8	-1%
CCN(CC)S(=O)(=O)c1cc(NC(=O)NCCCl)ccc1C	4%	-0.8%	-1	1%	-7%	2%	5	?	2	0	3%
COc1ccc(C(=O)CSc2nnc(COc3ccccc3)n2Cc2ccco2)cc1	3%	-0.6%	13	3%	5%	5%	-16	?	2	-1	-2%
O=C(C1=NN(c2ccccc2)C(=O)CC1)N1CCc2ccccc2C1	5%	0.4%	-6	-7%	7%	nt	1	2%	15	2	0%
Nc1nnc(SCC(=O)OCC(=O)Nc2ccc(Br)cc2F)s1	nt	-1.1%	5	-7%	4%	1%	-11	-9%	-12	-1	0%
COC(=O)c1c(-c2ccc(S(C)(=O)=O)cc2)sc2ccc(OC)cc12	-10%	0.4%	7	nt	-11%	nt	24	?	23	nt	-1%
O=C1OCCN1C(=O)[C@H]1[C@H](c2ccc(F)cc2)C(c2ccc(F)cc2)=NN1c1ccc(Br)cc1	-23%	0.4%	0	nt	4%	0%	31	2%	-23	-8&-4	0%
CCOC(=O)C(C(=O)OCC)C(C)C#CCN1CCCCC1 (stereo unspecified)	6%	-0.2%	-23	3%	2%	-18%	-12	6%	9	1	0%
CCN1C(=O)CC(C(=O)Nc2ccc(F)cc2)SC1=Nc1ccc2c(c1)OCO2 (stereo unspecified)	3%	0.1%	0	-1%	-7%	-5%	7	0%	-18	-2	3%
CCOC(=O)/C(=C\C=C1/Sc2cc(OCC)c(OCC)cc2N1CC)C(C)=O	0%	-1.5%	5	2%	?	1%	6	1%	3	-8	?
CN(C)/C=C1/C=C(c2ccccc2)OC1=O	nt	6.5%	-3	2%	11%	24%	2	1%	-23	-1	3%
CCn1c(CN2CCOCC2)nnc1SCC(=O)Nc1ccccc1Cl	4%	-1.1%	-1	-1%	7%	-3%	12	-3%	-17	2	-1%
O=C(N/N=C\c1cccnc1)c1ccc(Cl)s1	-25%	0.4%	-9	0%	-4%	-3%	-16	?	14	0	1%
CCCn1c(SCC(=O)NC2CCCCC2)nnc1-c1ccncc1	1%	-1.0%	10	-1%	2%	0%	-26	-1%	16	4	-1%
CC1(C)OC(C)(C)/C(=C/Nc2ccc(O)cc2)C1=O	-4%	0.7%	-21	0%	15%	-1%	0	-5%	10	-44*	0%
C/C(N)=C(/C#N)C(=O)COC(=O)CNS(=O)(=O)c1ccc(F)c(F)c1F	0%	0.0%	-6	5%	-3%	2%	16	0%	1	1	1%
COC(=O)c1ccc(C2C3=C(Nc4nnnn42)c2ccccc2OC3)cc1 (stereo unspecified)	-3%	1.1%	-2	7%	2%	-2%	-8	-4%	39[activator]	-1	-1%
COc1ccc(-c2cc3c(=O)n(CC(=O)N4CCN(C)CC4)ncn3n2)cc1	?	0.0%	-3	nt	4%	0%	-6	?	-26	2	3%
COc1ccccc1N1CCN(C(=O)c2cc3cc(F)ccc3[nH]2)CC1	0%	0.0%	-2	nt	7%	nt	-3	1%	-1	-2	0%
Cc1ccc(C(=O)Nc2c(-c3cccs3)c(=O)c3ccccc3n2C)cc1	nt	-0.4%	-4	3%	0%	-6%	-6	12%	5	-4	0%
O=C(CSc1nnc2ccccn12)NCCc1ccc(Cl)cc1	6%	-1.0%	8	12%	-2%	-5%	-13	-1%	7	1	0%
COc1ccc(C(NC(=O)c2ccco2)c2ccc(OC)c(OC)c2)cc1OC	1%	0.0%	-16	4%	20%	-1%	-2	-2%	-12	9	-1%
O=C(Nc1nnc(C2CC2)o1)c1ccc(S(=O)(=O)N2CCCCC2)cc1	-7%	-0.4%	16	0%	-4%	1%	20	5%	11	nt	0%
COc1ccc(-c2csc(NC(=O)C3CC(=O)N(Cc4ccco4)C3)n2)cc1 (stereo unspecified)	-1%	-0.3%	5	0%	-3%	-13%	-9	4%	-13	-2	4%
O=C(Nc1ccc(Cl)c(S(=O)(=O)N2CCCC2)c1)c1cc(=O)[nH]c2ccccc12	6%	-0.1%	2	nt	11%	nt	8	0%	-5	nt	3%
CCOc1cc(NC(=O)C(C)C)c(OCC)cc1NC(=O)Nc1ccccc1	3%	0.4%	-11	1%	1%	2%	5	1%	10	0	2%
COc1ccc(NC(=O)CSc2ccc(F)cc2)cc1S(=O)(=O)N1CCCCC1	-11%	-0.6%	6	0%	-4%	2%	-7	4%	12	1	-1%
Cc1nn(C)c(Oc2ccc(Cl)cc2)c1C(=O)O	1%	0.0%	-4	3%	-20%	-9%	1	-9%	-11	-1	0%
N#CCC(=O)Nc1ccc(C(=O)NNC(=O)c2ccccc2-n2cccc2)cc1	5%	-3.6%	-7	nt	?	nt	16	2%	3	nt	0%
O=C(CSc1nnnn1Cc1ccccc1)c1ccccc1	0%	4.8%	14	0%	1%	22%	6	-5%	-3	-1	-2%
CSc1ncccc1C(=O)N1CCN(S(=O)(=O)c2ccc3c(c2)OCCO3)CC1	?	0.2%	11	nt	-10%	nt	-10	-5%	-13	nt	5%
COc1ccc(NC(=O)c2sc3nc(N4CCOCC4)c4c(c3c2N)CC(C)(C)OC4)c(OC)c1	3%	-0.1%	-15	1%	2%	nt	8	0%	7	nt	-8%
CCOC(=O)C(C)Sc1nc(-c2ccc(OC)cc2)nc2c1c(=O)n(C)c(=O)n2C (stereo unspecified)	nt	-0.1%	nt	0%	-6%	3%	nt	4%	nt	-2	2%
Cc1oc(-c2ccc(Cl)cc2)nc1CS(=O)CC(=O)NC1CCCCC1 (stereo unspecified)	-5%	0.1%	-22	-1%	-13%	nt	-1	-4%	-5	nt	-4%
CCOC(=O)Cc1ncccc1C(=O)Nc1ccc(Oc2ccccc2)cc1	-1%	0.4%	1	3%	-12%	-2%	11	7%	15	2	2%
CC(C)(C)c1ccc(OCC(=O)N/N=C/c2cc(Br)ccc2OC(=O)c2ccco2)cc1	3%	-0.5%	-7	-2%	-6%	-7%	-3	7%	-11	nt	0%
CC1CCN(C(=O)CN2C(=O)NC3(CCCCCC3)C2=O)CC1	-6%	0.1%	5	nt	6%	nt	4	4%	-7	nt	2%
N=c1c(C(=O)NCCc2ccccc2)cc2c(=O)n3ccccc3nc2n1CCCN1CCOCC1	-4%	-0.3%	-3	-2%	-8%	-7%	-15	0%	5	2	4%
OCC[C@@H]1C[C@@H](O)[C@H](O)[C@@]2(Cc3ccccc3CCO2)O1	-3%	0.5%	-4	nt	7%	1%	6	-7%	16	2	2%
Cc1ccc(C(=O)N/N=C/c2ccc(S(=O)(=O)O)o2)c(Cl)c1	-2%	0.1%	-9	-1%	0%	7%	-2	-12%	18	8	8%
CCOC(=O)C(C)n1cnc2sc3c(c2c1=O)CCC3 (stereo unspecified)	5%	0.0%	-3	-1%	14%	0%	6	-1%	15	-1	-1%
COc1ccc(C(=O)NC2CC2)cc1OC1CCN(Cc2ccc(F)cc2F)CC1	-22%	0.3%	6	-1%	8%	6%	-32	-9%	0	0	-1%
CC1CC(C)CN(S(=O)(=O)c2ccc(NC(=O)[C@@H]3CCCN3C(=O)c3cccs3)cc2)C1 (stereo partly specified)	-14%	0.1%	6	nt	16%	nt	1	3%	13	nt	-3%
O=C(Nc1ccc2c(c1)OCO2)c1noc2c1CCCCC2	nt	-0.9%	4	0%	-35%	-6%	-2	?	-3	0	0%
Cc1ccc(O)c(N=Nc2nccs2)c1	2.2µM*	0.3%	14	nt	-8%	nt	3	?	?	nt	-1%
